Source: PubChem
GASC-1 inh: inhibitors of human GASC-1 (JMJD2C) demethylase; 0.069% of 330,000 active; GST-JMJD2C(1-420) H3K9me3 demethylation, DELFIA europium; AID 2099; inhibition, % at 2.35 µM;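 active = more than half of a compound's replicate wells show inhibition beyond 50%, single wells judged on their own value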;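 also: signal counts dimethyl H3K9 product captured on neutravidin plate; 0% = median of DMSO wells and 100% = 0.3 times that DMSO median; strong numbers were not always called active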
Efflux pump inh: antifungal efflux pump inhibition, Nile Red retention | S. cerevisiae Candida pump triplex | 0.44% of 330,000 active | inhibition, % at 10 µM;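 active = plate passing quality check with inhibition over a set limit, or well fluorescence over plate mean plus 4 SD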;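 also: Nile Red retained in pooled yeast measured as flow cytometry median fluorescence; 0% = buffer negative control and 100% = Enniatin B positive control; higher means more Nile Red kept so more efflux inhibition; some compounds called inactive have numbers as strong as hits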
PREPL inhibitor: inhibits the human prolyl oligopeptidase-like enzyme; 0.68% of 320,000 active; inhibition, % at 5.96 µM; recombinant PREPL, fluorescence polarization activity-based probe; AID 2751; in the data active = inhibition above about 43%;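 also: 0% = enzyme with DMSO and 100% = wells lacking enzyme; many of its hits are not listed in these tables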
Target sequence (Q4J6C6 whole entry, looked up): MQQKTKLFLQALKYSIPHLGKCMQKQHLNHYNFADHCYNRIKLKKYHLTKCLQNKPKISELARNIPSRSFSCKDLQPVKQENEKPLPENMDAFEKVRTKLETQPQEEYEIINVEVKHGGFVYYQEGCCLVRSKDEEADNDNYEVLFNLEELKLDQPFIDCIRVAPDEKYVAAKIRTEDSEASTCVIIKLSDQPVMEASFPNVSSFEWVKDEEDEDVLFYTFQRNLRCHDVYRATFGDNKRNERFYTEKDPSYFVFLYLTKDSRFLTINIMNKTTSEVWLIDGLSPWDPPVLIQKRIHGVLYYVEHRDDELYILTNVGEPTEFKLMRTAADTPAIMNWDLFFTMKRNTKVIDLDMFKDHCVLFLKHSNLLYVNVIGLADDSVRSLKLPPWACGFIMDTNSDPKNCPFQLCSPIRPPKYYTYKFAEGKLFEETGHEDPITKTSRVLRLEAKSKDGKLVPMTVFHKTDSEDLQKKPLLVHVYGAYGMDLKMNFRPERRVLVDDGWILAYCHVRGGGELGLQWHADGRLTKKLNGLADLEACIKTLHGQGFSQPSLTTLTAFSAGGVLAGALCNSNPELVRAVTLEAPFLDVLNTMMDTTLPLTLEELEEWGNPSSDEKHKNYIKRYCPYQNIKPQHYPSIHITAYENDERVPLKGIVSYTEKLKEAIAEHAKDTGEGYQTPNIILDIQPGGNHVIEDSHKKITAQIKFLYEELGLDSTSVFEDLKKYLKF
Active calls of the source: *. Some of the compounds tested. The share of hits here may be higher or lower than overall.

SMILES	GASC-1 inh	Efflux pump inh	PREPL inhibitor
COc1ccc(Cl)cc1C(=O)NNC(=O)COC(=O)c1ccc(Br)o1	-2.3	0.0	-8.0
CC(=O)c1c(C)[nH]c(C(=O)COC(=O)CCNS(=O)(=O)c2ccc(C)c(C)c2)c1C	1.2	0.1	6.8
C=CCn1c(SCC(=O)Nc2cc(C)on2)nnc1-c1ccccc1F	-1.0	0.4	17.1
O=C(CN1C(=O)NC2(CCCCCC2)C1=O)Nc1ccccc1[N+](=O)[O-]	-9.7	-0.2	14.2
C[C@H](CO)N1C[C@H](C)[C@@H](CN(C)C(=O)Nc2ccc3c(c2)OCO3)Oc2c(cccc2N(C)C)C1=O	3.6	-0.5	8.1
O=C(N[C@H]1C/C=C\C[C@H](CC(=O)N(CCO)Cc2ccccc2)C(=O)NC[C@H](c2ccccc2)OC1=O)OCC1c2ccccc2-c2ccccc21	-5.0	-0.4	5.7
CCN(Cc1ccccc1)C(=O)COC(=O)[C@@H]1CCCN1C(=O)c1cccs1	9.4	0.3	5.0
O=C(CC1C[C@H](C(=O)N2CCOCC2)[C@@]2(CCC3CCCC3)c3[nH]c4ccccc4c3CCN2C1=O)NCc1ccco1 (stereo not given in full)	-2.7	0.2	8.4
C[C@H](CO)N1C[C@H](C)[C@@H](CN(C)Cc2ccc(C(=O)O)cc2)Oc2c(NC(=O)Cc3ccccc3)cccc2C1=O	9.3	0.0	0.0
COc1ccc(Cl)cc1-c1nc(SCC(=O)N(C)C2CCS(=O)(=O)C2)n[nH]1 (stereo not given)	-0.9	0.0	-0.4

As a short view, some entries already given.
SMILES	GASC-1 inh	Efflux pump inh	PREPL inhibitor
CC(=O)c1c(C)[nH]c(C(=O)COC(=O)CCNS(=O)(=O)c2ccc(C)c(C)c2)c1C	1.2	0.1	6.8
C=CCn1c(SCC(=O)Nc2cc(C)on2)nnc1-c1ccccc1F	-1.0	0.4	17.1
O=C(CN1C(=O)NC2(CCCCCC2)C1=O)Nc1ccccc1[N+](=O)[O-]	-9.7	-0.2	14.2
C[C@H](CO)N1C[C@H](C)[C@@H](CN(C)C(=O)Nc2ccc3c(c2)OCO3)Oc2c(cccc2N(C)C)C1=O	3.6	-0.5	8.1
O=C(N[C@H]1C/C=C\C[C@H](CC(=O)N(CCO)Cc2ccccc2)C(=O)NC[C@H](c2ccccc2)OC1=O)OCC1c2ccccc2-c2ccccc21	-5.0	-0.4	5.7
CCN(Cc1ccccc1)C(=O)COC(=O)[C@@H]1CCCN1C(=O)c1cccs1	9.4	0.3	5.0

The results go on.
SMILES	GASC-1 inh	Efflux pump inh	PREPL inhibitor
O=C(Nc1ccc(Cl)cc1)c1nc[nH]c1C(=O)NCCCNC(=O)c1[nH]cnc1C(=O)Nc1ccc(Cl)cc1	-6.8	-0.2	8.2
CN(CCc1ccccc1)C(=O)c1cccc(NC(=O)Cc2cccc([N+](=O)[O-])c2)c1	-9.0	-0.3	34.5
CCCCN(C(=O)CN(C)CC(=O)Nc1cccc(OC)c1)c1c(N)n(CCCC)c(=O)[nH]c1=O	9.2	-0.3	7.4
O=C(NN=Cc1c(F)cccc1F)c1ccccc1NS(=O)(=O)c1cccs1	-1.2	0.0	5.9
C[C@H]1CN([C@@H](C)CO)C(=O)c2cccc(NS(=O)(=O)c3ccc(F)cc3)c2O[C@H]1CN(C)S(=O)(=O)c1cn(C)cn1	35.0	-0.2	3.1
Cn1c(N)c(C(=O)CSc2nnc(N)s2)c(=O)n(C)c1=O	1.8	0.0	12.7
COc1cc(C(=O)NNC(=O)CCOc2ccccc2C)cc(OC)c1OC	-3.1	-0.3	6.0
CC(=O)Nc1ccc(S(=O)(=O)NCC(=O)NNC(=O)COc2c(C)cccc2C)cc1	7.2	-0.1	1.6
COc1ccc(CCNC(=O)CSc2nc3scc(-c4ccccc4)c3c(=O)[nH]2)cc1	4.9	0.0	8.0
CCOc1ccccc1N1CCN(C(=O)c2ccc3nc(N)sc3c2)CC1	-3.7	0.1	11.0
C=CCn1c(C)cc(C(=O)COC(=O)CCc2cc(OC)c(OC)c(OC)c2)c1C	-3.0	0.4	11.8
COc1ccc(NC(=O)COC(=O)CCSc2ccccc2)cc1OC	11.5	0.5	17.5
Cc1ccc(S(=O)(=O)N2CCCCC2)cc1C(=O)N1C(C)CCCC1C (stereo not given)	-5.2	0.6	24.9
COc1cccc2sc3cc(NCC[C@@H]4CCCN4C)ccc3c(=O)c12	24.2	0.4	16.6
Cc1cc(C(=O)NNC(=O)C(CCC(N)=O)NS(=O)(=O)c2ccc(Cl)cc2)c(C)o1 (stereo not given)	-0.7	0.1	3.0
Cc1c(C(=O)N2CCCCC2)oc2ccccc12	-8.8	0.5	14.6
COCCN(C(=O)c1cc(-c2ccco2)nc2ccccc12)c1c(N)n(Cc2ccccc2)c(=O)[nH]c1=O	-51.5	0.0	14.3
CC1CCCC(NC(=O)COC(=O)c2ccc([N+](=O)[O-])o2)C1C (stereo not given)	-11.5	0.0	27.3
O=C(CSc1nnc(Cc2ccccc2)o1)Nc1ccc(N2CCOCC2)cc1	-0.3	-0.1	9.3
CCc1nnc(NC(=O)c2oc3ccc(Br)cc3c2C)s1	3.1	0.3	-5.8
COc1ccc(C)cc1NC(=O)COC(=O)C1COc2ccccc2O1 (stereo not given)	2.0	-0.1	13.1
CCCN(C(=O)/C=C/c1ccc(S(=O)(=O)N(CC)CC)cc1)C1CCS(=O)(=O)C1 (stereo not given)	4.2	0.0	1.7
CN(C)S(=O)(=O)c1cccc(C(=O)Nc2ccc(C(=O)Nc3cccc(S(N)(=O)=O)c3)cc2)c1	1.5	0.3	-1.8
COc1ccccc1C(=O)OCc1c(-c2ccccc2)ncc2ccccc12	32.7	0.4	-5.9
CCCC[C@@H]1C=C(C(=O)O)[C@H](c2ccc(Cl)c(Cl)c2)N1S(=O)(=O)c1ccc(C)cc1	19.0	0.4	8.0
O=C(OCC(=O)N1CCc2ccccc21)[C@@H]1CC(O)CN1S(=O)(=O)c1ccc(Cl)cc1 (stereo not given in full)	-1.7	0.0	-1.7
Cc1ccc(NC(=S)NC(=O)C2CCCC2)c(Br)c1	-10.5	0.0	12.1
COc1ccc(S(=O)(=O)N(C)C[C@H]2Oc3ccc(NC(=O)Nc4c(C)noc4C)cc3C(=O)N([C@H](C)CO)C[C@@H]2C)cc1	-2.8	-0.6	5.6
NC(=O)CC[C@H](NC(=O)c1ccc(Cl)cc1)C(=O)NNC(=O)COc1cccc(Br)c1	-5.6	-0.2	-13.7
O=C1N[C@@H](Cc2ccccc2)COC(=O)[C@H](Cc2ccc(F)cc2)C/C=C\C[C@H]1CC(=O)N(CCO)Cc1ccccc1	1.4	0.6	31.1
O=C(COC(=O)c1ccc(Br)o1)Nc1ccc(F)cc1[N+](=O)[O-]	-0.9	-0.1	25.9
O=C(Cc1c(F)cccc1Cl)NNC(=O)c1ccc(Br)s1	-1.6	-0.1	6.0
COC(=O)[C@]1(C)N[C@H](CN(C)C(=O)NC(C)C)[C@@H]2C(=O)N(Cc3ccccc3)C(=O)[C@@H]21	41.9	-0.3	19.2
O=C(NCC(F)(F)F)c1ccc(S(=O)(=O)Nc2ccccc2N2CCCC2)cc1	15.3	-0.2	-6.5
CC1CCCC(NC(=O)COC(=O)c2ccc([N+](=O)[O-])s2)C1C (stereo not given)	6.3	0.1	1.8
COc1cc(C(=O)OCc2cc(=O)n3ccsc3n2)ccc1OC(C)C	-13.6	0.2	-0.8
C[C@H](CO)N1C[C@H](C)[C@@H](CN(C)S(=O)(=O)c2ccc(Cl)cc2)Oc2ccc(NS(=O)(=O)c3ccccc3)cc2CC1=O	0.5	0.8	19.8
CN(C(=O)COC(=O)Cc1ccc(Cl)cc1)C1CCCCC1	10.4	0.1	19.7
C[C@@H]1CCCCCCCCC(=O)OCCN[C@H](C)CCCCCCCCC(=O)OCCN[C@H](C)CCCCCCCCC(=O)OCCN1	-5.6	0.0	37.4
O=C(O)COc1ccccc1C=NNC(=O)c1ccccc1NS(=O)(=O)c1cccs1	-8.1	0.0	13.1

Other structures follow.
Order of results: GASC-1 inh | Efflux pump inh | PREPL inhibitor
> CCCOc1ccc(-c2cc3onc(-c4ccccc4)c3c(=O)n2C)cc1
→ -60.2 | 0.0 | 5.3
> CN(C)C(=O)c1cccc(-c2csc(N3CCC(C(N)=O)CC3)n2)c1
→ 34.2 | -0.3 | 24.4
> CC(C)N(Cc1ccccc1)C(=O)COC(=O)c1cnc(Cl)c(Cl)c1
→ 9.0 | -0.1 | -10.8
> Cc1ccc(S(=O)(=O)N2[C@@H](c3ccc4c(c3)OCO4)C(C(=O)O)=C[C@H]2C(C)(C)C)cc1
→ 10.2 | -0.2 | 12.7
> COC(=O)[C@]1(Cc2ccccc2)N[C@H](CN(C)S(=O)(=O)c2ccc(OC(F)(F)F)cc2)[C@@H]2C(=O)N(C)C(=O)[C@@H]21
→ -21.9 | 0.0 | 15.3
> COc1ccc([N+](=O)[O-])cc1NC(=O)COC(=O)Cn1cnc2ccccc2c1=O
→ 1.5 | 0.1 | 19.8
> Cc1ccc(NS(=O)(=O)c2c(F)cc(F)c(Cl)c2F)cc1S(=O)(=O)N1CCOCC1
→ 3.7 | 0.1 | -2.9
> CSCc1ccc(C(=O)OCc2nc3ccccc3s2)o1
→ 6.6 | -0.1 | 9.6
> O=C(CCNC(=O)c1ccc(Cl)cc1)NCc1ccco1
→ -5.7 | -0.1 | 6.9
> COc1ccc(S(=O)(=O)N(C)C[C@H]2Oc3ccc(NS(=O)(=O)c4ccccc4)cc3C(=O)N([C@H](C)CO)C[C@@H]2C)cc1
→ 13.1 | 0.2 | 16.4
> CCCn1c(N)c(N2CCCCC2)c(=O)n(CC(=O)Nc2ccc(C(C)=O)cc2)c1=O
→ -1.4 | 0.0 | 12.7
> C[C@H]1CN([C@@H](C)CO)C(=O)c2cc(NC(=O)C3CCCCC3)ccc2O[C@H]1CN(C)S(=O)(=O)c1ccccc1
→ 45.9 | 0.1 | 9.9
> CC(C)(C)OC(=O)C[C@@H]1C/C=C\C[C@H](CC(=O)NCCO)C(=O)N[C@H](Cc2ccccc2)COC1=O
→ 2.4 | -0.3 | 6.7
> Cc1csc(SCC(=O)NC2CCS(=O)(=O)C2)n1 (stereo not given)
→ 8.0 | -0.2 | -2.0
> O=C(COC(=O)COc1ccccc1F)Nc1cccc(S(=O)(=O)N2CCCCC2)c1
→ -4.7 | 0.1 | 3.6
> O=C(COC(=O)c1ccc([N+](=O)[O-])cc1)NC12CC3CC(CC(C3)C1)C2
→ -3.4 | 0.1 | -0.3
> C[C@@H](C(=O)Nc1ccc(SC(F)F)cc1)N1C(=O)C2CCCCC2C1=O (stereo not given in full)
→ -3.6 | -0.1 | -5.8
> COc1ccc(S(=O)(=O)N(C)C)cc1NC(=O)COC(=O)C1CC1
→ -7.0 | -0.1 | 14.2
> Cc1ccc(S(=O)(=O)N2CCC(C(=O)NCCCN3CCCC3=O)CC2)cc1
→ -2.6 | 0.3 | 21.1
> C[C@H](CO)N1C[C@H](C)[C@@H](CN(C)Cc2ccc(-c3ccccc3)cc2)Oc2c(NS(=O)(=O)c3ccccc3)cccc2C1=O
→ -3.5 | 0.2 | 39.8
> COC(=O)c1cc(OC)c(OC)cc1NC(=O)CSCc1c(C)noc1C
→ -0.9 | -0.1 | 15.0
> COc1ccc(NC(=O)CCc2nc3ccccc3c(=O)[nH]2)cc1S(=O)(=O)N1CCCCC1
→ 9.7 | -0.1 | 9.1
> O=C(COC(=O)CNC(=O)C1CCCCC1)Nc1ccccc1OC(F)F
→ -4.6 | -0.1 | 18.2
> O=C(CCNS(=O)(=O)c1ccccc1)NNC(=O)COc1ccccc1F
→ 7.2 | 0.2 | 4.2
> Cc1c(NC(=O)c2cccc(NC(=O)COc3cccc(Br)c3)c2)c(=O)n(-c2ccccc2)n1C
→ 7.2 | 0.3 | 19.4
> O=C(NNC(=O)c1cc(S(=O)(=O)N2CCOCC2)c(Cl)cc1Cl)c1ccccc1F
→ 1.2 | 0.1 | 13.6
> Cn1c(N)c(C(=O)CSc2nnc(C3CC3)n2Cc2ccccc2)c(=O)n(C)c1=O
→ -1.4 | -0.5 | 8.6
> C[C@@H]1CN([C@@H](C)CO)C(=O)Cc2cc(NC(=O)C3CCCCC3)ccc2O[C@H]1CN(C)S(=O)(=O)c1ccccc1
→ 15.7 | 0.1 | 20.1
> Cc1ccc(-c2csc(NS(=O)(=O)c3cccc(F)c3)n2)o1
→ -4.4 | -0.1 | 5.9
> Cc1ccc(NC(=O)C(C)Sc2nnc3ccccn23)cc1 (stereo not given)
→ -1.7 | -0.1 | 3.5
> Cc1cc(C(=O)NNC(=O)c2ccc(Cl)c(S(N)(=O)=O)c2)c(C)o1
→ 5.4 | 0.0 | 0.5
> CC(=O)Nc1ccc(S(=O)(=O)N(C)CC(=O)NNC(=O)c2cccs2)cc1
→ -12.6 | 0.3 | 7.6
> O=C(NC(=S)Nc1ccccc1Br)C1CCCCC1
→ 8.4 | -0.3 | 10.6
> COc1ccc(NC(=O)CN(C)CC(=O)N(CC(C)C)c2c(N)n(CC(C)C)c(=O)[nH]c2=O)cc1
→ -0.6 | -0.1 | 10.4
> CC1CCCC(NC(=O)COC(=O)CCC(=O)c2cccs2)C1C (stereo not given)
→ 8.9 | 0.2 | 6.0
> O=C(CSc1nc2ccccc2c(=O)n1CCCN1CCOCC1)Nc1ccc(F)c(Cl)c1
→ 3.8 | 0.3 | 10.7
> COc1ccc(S(=O)(=O)N2CCOCC2)cc1NS(=O)(=O)c1ccc(F)c(F)c1
→ 2.5 | -0.4 | 10.9
> COc1ccccc1CC(=O)Nc1ccc2c(c1)OC1(CCCC1)O2
→ 5.9 | -0.1 | 25.5
